Screening results (PubChem BioAssay)
BRCA1 expr act: BRCA1 expression activation; MCF7-BRCA1-FFLuc reporter, luminescence, 48 h; response scale: scaled: vehicle 0%, 10 µM genistein 100%; Potency, µM (titrated, usually from 46.1 µM), for inactives: at the top dose activation, usual class: activators; 380,000 tested, 1.1% active; active means well fitted activation curve with a large enough effect; inconclusive means small, poorly fitted or top-dose-only effect; inactive means no such curve, though single readings can be large or run the other way; further: nearly all actives have a fitted effect of over 80% in size; some results filed as inactive show a strong effect at the top dose
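Using MCF7 cells harboring a BRCA1 firefly luciferase reporter, plated 2 h before compound pinning, the screen measured luminescence after 48 h incubation. Responses were normalized to DMSO and 10 microM genistein, then fitted for concentration-effect.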
* = called active by the depositor; u = inconclusive. Potency means the concentration at half of the fitted maximal effect.

smiles,BRCA1 expr act
C(=C\c1ccccc1)/CN1CCN(C(c2nnnn2Cc2ccccc2)C2CC2)CC1 (stereo unspecified),-16%
CCN1CCN(C(c2ccccc2)c2nnnn2C(C)(C)C)CC1 (stereo unspecified),7%
COCCNc1nc(NCCCN2CCCC2=O)c2sccc2n1,-1%
CN(C)S(=O)(=O)Nc1ccc(Cc2ccncc2)cc1,1%
COc1ccc(C2c3cc4c(cc3OC(N3CCOCC3)C2C)OCO4)c(OC)c1 (stereo unspecified),-57%
COCCN1C[C@@H](CO)O[C@@H](n2cnc3c(NCc4ccncc4)ncnc32)C1,20%
CC(=O)Nc1cncc(-c2ccccc2CO)n1,-25%
CSc1ccc(CN2CCC2(C)C(=O)NCc2ccccc2Br)cc1 (stereo unspecified),-12%
CC1(C(=O)NCCC#N)CCN1C(=O)c1ccccc1CCc1ccccc1 (stereo unspecified),13%
Nc1ncnc2c1ncn2[C@@H]1O[C@H](C(=O)N[C@@H](CO)c2ccccc2)[C@@H](O)[C@H]1O,-3%
Cc1ccc(S(=O)(=O)N(C)c2ccc(OCC(=O)OCc3cccc(Br)c3)cc2)cc1,7%
C[C@@H]1CN([C@@H](C)CO)C(=O)CCCn2nncc2CO[C@H]1CN(C)S(=O)(=O)c1ccc(-c2ccccc2)cc1,-14%
O=S(=O)(O)c1cccnc1SCc1ccccc1,14%
CCCC(=O)N1CCC1(C)C(=O)NS(=O)(=O)c1ccccc1 (stereo unspecified),3%
Cc1cc2c(=O)n(C)c(SCC(=O)NCC3CCCO3)nc2s1 (stereo unspecified),-2%
Cc1ccc(Nc2ncnc(Cl)c2N)cc1,55%
COc1ccccc1N(C)S(=O)(=O)c1ccc(C(=O)NCc2ccccc2CN2CCCC2)cc1,-31%
COc1ccc(C=Cc2ccc3ccccc3n2)c(OC)c1,-53%
COc1ccc(S(=O)(=O)N2CCCCC2)cc1NC(=O)CCc1cc(OC)c(OC)c(OC)c1,-6%
Cc1ccc(S(=O)(=O)N2C[C@H]3[C@H]4C(=O)N(C)C(=O)[C@H]4CC(=O)[C@H]3[C@@H]2c2ccccc2F)cc1,14%
CCC(=O)N1CCCC(C(=O)Nc2nc3ccccc3n2C)CC1 (stereo unspecified),0%
CCOc1ccc(-c2cc(C(=O)NC3CCCCC3)[nH]n2)c(C)c1,38%
Clc1ccc(CSc2cnnc3ccccc23)cc1Cl,20%
N#Cc1nc(-c2ccc(OCc3ccc(Cl)cc3)cc2)oc1N1CCCCC1,15%
Nc1ccc(/C=C/c2ccc3cccnc3c2)cc1,u
COCCNC(=O)C1(C)CCCN(Cc2cn(C)c3ccccc23)C1 (stereo unspecified),8%
CNc1cnc(-c2cc(OC)c(OC)c(OC)c2)cn1,-12%
CC(c1ccccn1)C(C)(O)C(C)c1ccccn1 (stereo unspecified),9%
CN1CCN(c2ccnc(N(C)CCCCCCN)n2)CC1,-5%
CCc1nc2ccc(C(=O)NCCOc3ccc(OC)cc3)cn2c1N(C)CCCc1ccccc1,-53%

Random excerpt: four compounds from above
smiles,BRCA1 expr act
CN1CCN(c2ccnc(N(C)CCCCCCN)n2)CC1,-5%
C(=C\c1ccccc1)/CN1CCN(C(c2nnnn2Cc2ccccc2)C2CC2)CC1 (stereo unspecified),-16%
Cc1ccc(S(=O)(=O)N(C)c2ccc(OCC(=O)OCc3cccc(Br)c3)cc2)cc1,7%
CCc1nc2ccc(C(=O)NCCOc3ccc(OC)cc3)cn2c1N(C)CCCc1ccccc1,-53%

Continued:
smiles,BRCA1 expr act
O=C(Cc1ccc2ccccc2c1)NO,0%
COc1cc(C(O)c2nc(-c3ccc(F)c(Cl)c3)cs2)ccc1F (stereo unspecified),-5%
Fc1ccc(-c2nc3ccc(Br)cn3c2Cc2cccc(Cl)c2)cc1,11%
CN(C(=O)COC(=O)c1cc([N+](=O)[O-])ccc1N1CCOCC1)C1CCCCC1,-11%
O=C(COC(=O)c1ccc2ncsc2c1)NC(=O)C1CCCCC1,21%
COc1ccc(C(=O)NCCCC2CCCC2)cc1OC1CCN(C(C)C)CC1,-47%
Cc1cnc(/C=C/c2ccc(N(C)C)cc2)cn1,-8%
CC1=C(C(=O)N(C(C)C)C(C)C)CC(CC(=O)NCc2cccc3ccccc23)C(=O)N1Cc1ccccc1 (stereo unspecified),-18%
CCOc1ccccc1Nc1nc(N2CCCC2)nc(N2CCOCC2)n1,27%
CC(C)(C)n1nnnc1C(c1ccccc1)N1CCCN(Cc2ccc(F)cc2)CC1 (stereo unspecified),-6%
CC(=O)Nc1cc(-c2ccc(N(C)C)cc2)cn2c(-c3ccc(F)cc3)cnc12,23%
CCc1nc2ccc(C(=O)Nc3cccc(OC)c3)cn2c1N(C)Cc1ccc(OC)cc1,-41%
Cc1ccccc1Oc1ccc2c(c1)[C@@H]1C[C@H](N(C)C(=S)Nc3ccc(F)cc3)[C@H]([C@H](C)O)C(=O)N1CC2,-58%
c1ccc2c(N=NN3CCCCC3)ccnc2c1,-30%
CC(=O)Nc1ccc(C(=O)N2CCCCC2c2cc(C(=O)N3CCOCC3)no2)cc1 (stereo unspecified),11%
CC(=O)c1nn(-c2ccc(Cl)cc2)cc1C(=O)c1ccccc1,-23%
CC(C)(C)c1ccc(C(O)c2ncc(-c3ccccc3Cl)[nH]2)cc1 (stereo unspecified),-11%
CCN1C[C@@H]2[C@@H]3C(=O)N(Cc4ccccc4)C(=O)[C@@H]3[C@](C)(C1=O)N2C(=O)c1ccc(C)cc1,0%
COc1ccc(CNC(=O)C2CCN(S(=O)(=O)c3ccc(N4CCCC4=O)cc3)CC2)cc1,-1%
OC(c1ccc(F)c(F)c1)c1nc(-c2cncnc2)cs1 (stereo unspecified),-5%
Cc1cccc(S(=O)(=O)NC(=O)C2(C)CCN2C(=O)c2ccccc2CCc2ccccc2)c1 (stereo unspecified),-7%
Cc1ccc([C@@H]2C[C@H]3[C@@H](CN2S(=O)(=O)c2ccc(Cl)cc2)C(=O)C[C@@H](c2cccc4ccccc24)N3S(=O)(=O)c2ccc(C)cc2)cc1,2%
CCN(CC)C(=O)C1=C(C)N(Cc2ccc(C(C)(C)C)cc2)C(=O)C(CC(=O)NCCCCc2ccccc2)C1 (stereo unspecified),-67%
COC(=O)C1(C)NC(c2cccc(C)c2)C2C(=O)N(c3ccccc3)C(=O)C21 (stereo unspecified),10%
O=C(N/N=C/c1ccc(N2CCOCC2)s1)c1ccc(O)cc1,42%
O=C(Nc1ccc(C(=O)N2CCCC2)cc1)C1CCCCC1,29%
Cn1c(=O)c2c(-c3ccccc3)n(-c3cc([N+](=O)[O-])ccc3N)cc2n(C)c1=O,0%
CC1CN(N=Cc2ccc([N+](=O)[O-])o2)C(=N)O1 (stereo unspecified),-74%
CCc1nc2ccc(C(=O)Nc3ccc(OC)c(OC)c3)cn2c1N(C)C(=O)Cc1ccccc1,9%
O=C1c2ccccc2C(c2nnnn2-c2ccc3c(c2)OCCO3)N1CCOc1ccccc1 (stereo unspecified),-9%

Next part.
| SMILES | BRCA1 expr act |
| --- | --- |
| COc1cccc(OC)c1OCCN1CCC(C(=O)NC(c2ccc3c(c2)OCO3)c2ccccn2)CC1 (stereo unspecified) | 5% |
| Clc1ccc(-c2nc3c4ccccc4ccn3c2CC2CCCCC2)cc1 | -3% |
| Cc1ccc(C(O)c2ncc(-c3ccccc3Cl)[nH]2)cc1 (stereo unspecified) | 9% |
| Cn1c(=O)c(=O)n(C)c2cc(S(=O)(=O)CCC(=O)Nc3ccccc3C(F)(F)F)ccc21 | -7% |
| O=C(Cc1cccc(NC(=O)C2CCCN(C(=O)C3CCC3)C2)c1)Nc1cccc(C(=O)N2CCCCC2)c1 (stereo unspecified) | 2% |
| CC(C)Sc1ncnc2[nH]ncc12 | 62% |
| CCc1nc2c(OCc3ccc(S(C)(=O)=O)cc3)cccn2c1N(C)C(=O)c1ccccc1F | 4% |
| Cc1nn(CC(C)C)c(Cl)c1C(=O)NCC(C)(C)N1CCOCC1 | -7% |
| O=C(NCc1cccnc1)c1cc(C2CCCCN2C(=O)OCc2ccccc2)on1 (stereo unspecified) | 18% |
| O=C(NC(c1ccc(F)cc1)c1ccc2ccccc2n1)C1CCN(Cc2cccc(C(F)(F)F)c2)CC1 (stereo unspecified) | -66% |
| COc1ccc(OC)c(NC(=O)C2(C)CCN2Cc2cccc(OC)c2F)c1 (stereo unspecified) | -9% |
| N#Cc1cccc(-c2csc(C(O)(c3ccccc3)C(F)(F)F)n2)c1 (stereo unspecified) | -52% |
| COc1ccccc1C(C)NC(=O)CCC(=O)N1CCN(S(=O)(=O)c2ccc(Cl)cc2)CC1 (stereo unspecified) | -47% |
| CCOC(=O)C1=CCN(S(=O)(=O)c2ccccc2F)C1c1ccc(F)cc1 (stereo unspecified) | 3% |
| Nc1nc2c(nnn2Cc2ccc(Cl)c(Cl)c2)c(=O)[nH]1 | -21% |

2 of the compounds above, as labelled records.
CC(C)Sc1ncnc2[nH]ncc12
  BRCA1 expr act: 62%

CCc1nc2c(OCc3ccc(S(C)(=O)=O)cc3)cccn2c1N(C)C(=O)c1ccccc1F
  BRCA1 expr act: 4%

The list goes on:
| SMILES | BRCA1 expr act |
| --- | --- |
| Cc1ccc2c(C(=O)CNc3nccs3)c(C)[nH]c2c1 | -19% |
| Cc1ccc(N2CC(C(=O)N3CCN(c4ccccn4)CC3)CC2=O)cc1 (stereo unspecified) | 0% |
| Cc1noc(C)c1NC(=O)N(C)C[C@@H]1OCc2cn(nn2)CCCC(=O)N([C@H](C)CO)C[C@H]1C | 0% |
| CC(=O)NCCNC(=O)C1(C)Cc2c(-c3cccc(C(F)(F)F)c3)ccnc2O1 (stereo unspecified) | 0% |
| CCCCCCCCC1CC(C(=O)Nc2ccccc2)C(=O)O1 (stereo unspecified) | -11% |
| CC1(C(=O)NS(=O)(=O)Cc2ccccc2)CCN1C(=O)C1(c2ccc(Cl)cc2)CCC1 (stereo unspecified) | 3% |
| CCOC(=O)C1(C)CCCCN1C(=O)c1ccc(F)c(C)c1 (stereo unspecified) | 0% |
| CCOC(=O)CCCCCCCCC(=O)Nc1ccc(-n2[nH]c(=O)cc2C)cc1 | -28% |
| CC(Sc1ccc(S(=O)(=O)N2CCN(C)CC2)cn1)C(=O)NC1CCCC(C)C1C (stereo unspecified) | -1% |
| COc1ccc2oc(C(=O)OCC(=O)NC3CCS(=O)(=O)C3)c(C)c2c1 (stereo unspecified) | -22% |
| Cc1ccccc1-c1nc(NC(C)C)nc2cc(-c3ccccc3)sc12 | -29% |
| COCCN(CCOC)Cc1cc(=O)oc2ccccc12 | -4% |
| O=C(NCc1ccncc1)C(=O)NCC1OCCN1S(=O)(=O)c1ccccc1 (stereo unspecified) | -2% |
| O=C(Nc1ccccc1)c1cc(C2CCCCN2C(=O)c2ccccc2)on1 (stereo unspecified) | 11% |
| O=C(c1ccccc1)N(c1ccccc1)c1nccc2ccccc12 | 5% |

An excerpt of these results, field by field.
compound: Cc1ccc2c(C(=O)CNc3nccs3)c(C)[nH]c2c1
- BRCA1 expr act: -19%

compound: CCOC(=O)C1(C)CCCCN1C(=O)c1ccc(F)c(C)c1 (stereo unspecified)
- BRCA1 expr act: 0%

compound: CCOC(=O)CCCCCCCCC(=O)Nc1ccc(-n2[nH]c(=O)cc2C)cc1
- BRCA1 expr act: -28%

compound: CCCCCCCCC1CC(C(=O)Nc2ccccc2)C(=O)O1 (stereo unspecified)
- BRCA1 expr act: -11%

Additional records follow.
| SMILES | BRCA1 expr act |
| --- | --- |
| O=C1c2ccccc2C(=O)C1C(=O)C1CC1 | 17% |
| COc1ccc2cc(C#CC3=CC(=O)C[C@H](c4ccc(F)cc4)C3)ccc2c1 | -38% |
| Cc1ccc(N2CCN(C(=O)c3[nH]c(C(F)(F)F)nc3-c3ccccc3)CC2)cc1 | 4% |
| O=C(Nc1cccc(C(F)(F)F)c1)c1ccc2sc([C@@H]3O[C@H](CO)[C@H](O)[C@H](O)[C@H]3O)nc2c1 | 19% |
| CCCCCCCCCCCCCCCC(O)C[N+](C)(C)CCO (stereo unspecified) | -78% |
| Cc1ccc(C(C(=O)NC(C)(C)C)N(Cc2cccs2)C(=O)c2csnn2)cc1 (stereo unspecified) | -21% |
| O=[N+]([O-])c1ccc(Cc2ccccn2)c([N+](=O)[O-])c1 | -13% |
| COCCNC(=O)C1(C)CCCN(Cc2cc(-c3ccccc3)nn2C)C1 (stereo unspecified) | 5% |
| COc1ccc(NS(=O)(=O)c2cccc(C(=O)N3CCN(C/C=C/c4ccccc4)CC3)c2)cc1 | -57% |
| Cc1ccccc1-c1cc2nc(NCc3ccncc3)n(C)c(=O)c2s1 | 44% |
| COc1cc(-c2nn3c(-c4cc(-c5ccccc5)n[nH]4)nnc3s2)cc(OC)c1OC | -12% |
| O=C(NCc1ccccc1)c1cc(C2CCCCN2C(=O)OCCF)on1 (stereo unspecified) | 0% |
| Cc1ccc(NC(=S)NC(=O)c2ccc(-c3ccccc3)cc2)cc1 | -23% |
| COC(=O)Cc1cc(=O)n2c(nc3ccccc32)[nH]1 | -7% |
| COc1cc2c(cc1OC)C(Cc1cc(OC)c(OC)cc1[N+](=O)[O-])=NCC2 | -28% |

Remaining list, next part.
| SMILES | BRCA1 expr act |
| --- | --- |
| O=C1c2cccc3cccc(c23)C(=O)N1Cc1ccccn1 | -9% |
| CCCCOc1ccc(C(=O)NO)cc1 | -15% |
| COc1cc(CN2CCC(C(=O)NC(c3ccc(F)cc3)c3ccc4ccccc4n3)CC2)cc(OC)c1 (stereo unspecified) | -38% |
| C=CCNc1n[nH]c(=S)s1 | 6% |
| COCC(=O)N(C)C[C@H]1Oc2ncc(C#C[C@H](C)O)cc2C(=O)N([C@@H](C)CO)C[C@H]1C | -1% |
| CCCOC(=O)c1cc(-c2ccc(/C=C3/C(=O)N(C)C(=O)C(C#N)=C3C)o2)ccc1Cl | 46% |
| COc1cccc(NC(=O)c2cccc(NC(=O)c3ccco3)c2)c1 | 37% |
| O=C(O)C(=Cc1cccc([N+](=O)[O-])c1)c1ccccc1 | -13% |

Only part of the results is shown; count on the stated rates, not on these rows.
